# CAL PDZ FP-1: CAL PDZ peptide-binding inhibitors, primary screen, biochemical, fluorescence polarization, Cer-tagged CAL PDZ, HTS. Golgi-associated PDZ and coiled-coil motif-containing protein (Homo sapiens), Q9HD26. 330,000 compounds, 0.02% hits. purified CAL PDZ, TMR-peptide fluorescence polarization, 1 h. AID 504414, 2011. inhibition, % at 20 µM;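 active = highest replicate inhibition of at least 40%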;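 also: plate controls were DMSO neutral control wells for no effect and unlabeled competitor peptide control wells for full effect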
#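 Material – purified CerCALP PDZ construct · Detection – FP readout, S and P plane fluorescence · Measure – percent inhibition from loss of millipolarization · Controls – unlabelled peptide for full inhibition, DMSO wells as neutral · Probe or stimulus – TMR-labelled reporter peptide T*-PRC34 bound in PDZ groove · Times – 1 h at RT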
# RTF Ca sens act: cardiac RTF calcium sensitivity activators, primary screen, biochemical, IANBD-TnC fluorescence, EC20 calcium | Troponin I, cardiac muscle (Homo sapiens) + Troponin T, cardiac muscle (Homo sapiens) + … | IANBD-labeled TnC RTF fluorescence at EC20 calcium; 0% EC20 calcium, 100% full calcium | activation, % at 7.2 µM | 340,000 compounds, 0.24% hits;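 active = activation above the mean over all tested compounds plus 3 SD, cut at about 30% in these data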;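 also: rise in fluorescence read as greater calcium sensitivity of cardiac thin filaments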
# Rtt109 Vps75: inhibitors of C. albicans Rtt109/Vps75 HAT, primary screen, biochemical, ThioGlo CoA-SH fluorescence, plate reader | Histone acetyltransferase RTT109 (Candida albicans (strain SC5314 / ATCC MYA-2876)), … | purified Rtt109/Vps75, 4 h | inhibition, % at 34.9 µM | 330,000 compounds, 0.16% hits | AID 540336, 2011;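 active = inhibition of at least 50% in every replicate; inconclusive = best replicate reaches 50% inhibition but some replicates fall short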
# Target sequence (Q5AAJ8 whole entry, looked up): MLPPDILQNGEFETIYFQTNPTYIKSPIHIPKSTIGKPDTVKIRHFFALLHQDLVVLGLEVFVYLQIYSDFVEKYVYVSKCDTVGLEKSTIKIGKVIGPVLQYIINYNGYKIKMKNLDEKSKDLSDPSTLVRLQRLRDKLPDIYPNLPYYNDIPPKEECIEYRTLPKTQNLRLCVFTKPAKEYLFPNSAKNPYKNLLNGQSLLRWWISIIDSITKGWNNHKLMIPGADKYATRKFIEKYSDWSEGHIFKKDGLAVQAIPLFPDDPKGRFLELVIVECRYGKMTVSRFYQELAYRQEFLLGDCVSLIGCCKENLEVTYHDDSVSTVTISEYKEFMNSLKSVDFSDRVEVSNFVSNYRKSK
# V-ATPase pHluor: regulators of yeast V-ATPase proton pumping, primary screen, pHLuorin cytosolic pH fluorescence. S. cerevisiae. response, % at 10 µM. 350,000 compounds, 0.37% hits; in the data active = response mostly above about 7.3%, no sharp cut-off; inactive = mostly below about 5.4%; also: actives read high; inactives centre near 0; some compounds called inactive have numbers as strong as hits
# Wnt bcat act: Wnt/beta-catenin pathway activators, primary screen, cell-based, plate reader, single point; activation, % at 9.35 µM; Wnt/beta-catenin reporter cell assay, activator; 300,000 compounds, 1.2% hits; AID 743398, 2014; in the data active = activation above about 30%, passing the limit was not always enough; inconclusive = no clear call, values can overlap the other calls;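 also: 0% = neutral control wells and 100% = positive control wells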
# Tat transport: E. coli Tat export inhibitors, primary screen, MC4100, TorA-mCherry reporter, fluorescence, single point; inhibition, % at 10 µM; 340,000 compounds, 0.036% hits; AID 488895, 2010;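 active = mean replicate inhibition at least 50% and at least half of replicates individually reaching 50%; inconclusive = only one of the two criteria met; inactive = neither criterion met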;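 also: exported cargo escapes ClpAP degradation while cytoplasmic cargo is degraded and loses fluorescence; 0% = median of neutral control wells and 100% = median of NaSCN control wells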
# dFosB activator: activators of delta FosB homodimer, primary screen, biochemical, fluorescence polarization, TAMRA-CDK5 oligo, single point. 340,000 compounds, 0.99% hits. purified delta FosB; percent of positive-control signal above neutral wells. activation, % at 25 µM. AID 493131, 2011;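 active = mean activation above about 17%, with every replicate also reaching it, limit read from the data, passing the limit was not always enough; inconclusive = only one of the two conditions met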;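 also: fluorescence polarization rise as delta FosB binds a TAMRA Cdk5 AP-1 oligo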
# CDK5 inh: inhibitors of human CDK5/p35 kinase, primary screen, biochemical, single concentration; 330,000 compounds, 0.01% hits; Cyclin-dependent kinase 5 (Homo sapiens) + Cyclin-dependent kinase 5 activator 1 (Homo …; inhibition, % at 10 µM; Recombinant CDK5/p35, ADP-Glo luminescence, 60 min; AID 488839, 2010;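 active = highest replicate inhibition of at least 50% and at least 75% of replicates reaching 50%; inconclusive = only one of the two criteria met; inactive = both criteria failed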;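 also: plate controls were DMSO neutral control for no effect and GW8510 at 10 µM for full effect; many of its hits are not listed in these tables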
# Target sequence (Q00535 whole entry, looked up): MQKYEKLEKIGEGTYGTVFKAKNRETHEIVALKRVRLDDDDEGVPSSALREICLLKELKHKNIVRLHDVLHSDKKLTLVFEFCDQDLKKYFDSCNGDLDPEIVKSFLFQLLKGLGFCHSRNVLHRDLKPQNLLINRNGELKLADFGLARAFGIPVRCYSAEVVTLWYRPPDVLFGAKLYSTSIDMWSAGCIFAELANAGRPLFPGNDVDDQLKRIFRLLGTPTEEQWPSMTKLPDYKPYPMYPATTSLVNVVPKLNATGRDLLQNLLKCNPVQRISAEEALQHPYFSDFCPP
# Target sequence (Q15078 whole entry, looked up): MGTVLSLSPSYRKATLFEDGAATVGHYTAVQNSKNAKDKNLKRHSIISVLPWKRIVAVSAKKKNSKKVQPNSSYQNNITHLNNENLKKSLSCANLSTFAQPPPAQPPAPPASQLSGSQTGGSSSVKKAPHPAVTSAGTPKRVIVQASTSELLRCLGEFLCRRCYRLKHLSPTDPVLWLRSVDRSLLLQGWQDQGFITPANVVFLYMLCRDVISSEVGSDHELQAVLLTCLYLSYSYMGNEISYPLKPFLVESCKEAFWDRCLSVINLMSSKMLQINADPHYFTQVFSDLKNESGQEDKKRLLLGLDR
# MITF TRPM1 HTS: activators of MITF-driven TRPM1 promoter reporter, primary screen, cell-based, SK-MEL-5, luciferase, single point. 300,000 compounds, 0.75% hits. SK-MEL-5 TRPM1-promoter luciferase, 24 h; % of positive control, neutral wells = 0. AID 588334, 2011. activation, % at 12.5 µM;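 active = mean activation of at least 80% with every replicate also reaching 80%; inconclusive = mean reaches 80% but some replicate falls short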;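 also: 0% = neutral control wells and 100% = parthenolide positive control wells; values of inactives mirror those of a sister screen read the other way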
# CAL PDZ FP-2: untagged CAL PDZ binding inhibitors, primary screen, biochemical, fluorescence polarization, HTS. purified CAL PDZ, TMR-peptide fluorescence polarization, 1 h. inhibition, % at 24.9 µM. AID 602252, 2012. Golgi-associated PDZ and coiled-coil motif-containing protein (Homo sapiens), Q9HD26. 300,000 compounds, 0.92% hits;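 active = mean inhibition of at least 30% with at least half of replicates also reaching 30%; inconclusive = no clear call, values can overlap the other calls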;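 also: 0% = DMSO neutral control and 100% = excess unlabeled competitor peptide PRC23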
# * marks the source's active call; other numbers are inactive results; ? = inconclusive; / = no result given.
SMILES,CAL PDZ FP-1,RTF Ca sens act,Rtt109 Vps75,V-ATPase pHluor,Wnt bcat act,Tat transport,dFosB activator,CDK5 inh,MITF TRPM1 HTS,CAL PDZ FP-2
O=C(Nc1ccc(-c2nc3ccccc3o2)cc1)c1cccnc1,-3.5,7,-9,2,42*,7,-12,-0.5,32,1
COc1ccc(C(=O)C2CCCN(C(=O)CCNC(C)=O)C2)cc1OC (stereo unspecified),0.0,-1,6,-3,1,1,3,2.1,/,0
CC(C)c1ccc(C(=O)N(c2ccccn2)C(C)c2ccco2)cc1 (stereo unspecified),-0.2,-1,7,-4,/,-8,3,-1.5,/,-4
COCC(C)NC(=O)c1ccc2c(c1)S(=O)(=O)c1ccccc1C2=O (stereo unspecified),-2.2,1,-13,0,-1,-5,3,2.2,-4,-2
CC(=O)Nc1ccc(SC[C@H](CC(C)C)N2CCN(CC(C)C)CCC2=O)cc1,0.3,-6,9,4,-2,-1,-3,0.0,8,6
COc1ccc(CNc2nc3ccccc3n2Cc2ccc(Cl)cc2)cc1OC,0.4,0,9,0,-1,10,-15,-0.7,3,0
CC(C)[C@H]1C(=O)Nc2ccccc2N1C(=O)N[C@@H](Cc1ccccc1)C(=O)N[C@@H](C(=O)O)c1ccccc1,0.7,-2,5,-4,0,0,-1,1.8,6,1
COCCn1c(SC2CCCCC2=O)nnc1-c1ccncc1 (stereo unspecified),-1.3,-4,-7,6,0,1,-3,0.7,1,-3
CCn1c(=O)n(CC(=O)NCC2CCCO2)c(=O)c2c3c(sc21)COC(C)(C)C3 (stereo unspecified),-2.7,4,-5,-1,0,-6,2,0.1,-3,-4
C[C@H](CO)N1C[C@H](C)[C@@H](CN(C)C(=O)NC2CCCCC2)Oc2ccc(NS(=O)(=O)c3cn(C)cn3)cc2C1=O,-0.6,-5,-6,-4,-3,11,5,0.1,4,-1
O=C(c1ccccc1[N+](=O)[O-])N(CCc1ccccc1)Cc1ccccc1,-1.8,-2,7,0,-4,23,4,-9.2,-3,0
Cc1nc(N=C(N)N)nc2c(C)cccc12,-4.7,-2,-1,-5,0,13,-10,3.9,-18,-1
Cc1cc2nnc(SCC(=O)N3C(C)CCCC3C)n2c(N)n1 (stereo unspecified),-3.2,0,-7,4,17,-3,1,-0.7,-9,/
CC(C)(C)Cn1c(=O)[nH]c(=O)c2cc([N+](=O)[O-])cnc21,0.0,0,0,4,/,-5,-2,/,-12,-2
O=C(Nc1cccn(Cc2c(Cl)cccc2Cl)c1=O)c1c(Cl)cccc1Cl,-2.1,-1,/,-6,-3,-3,7,0.1,/,-5
O=C(Nc1ccc2c(c1)OCCO2)c1cnn(-c2ccccc2)n1,-1.2,2,8,-2,25,3,-5,-0.4,90*,/
O=C(Cc1cccs1)NC(c1ccccc1)c1ccccc1,/,2,8,-1,-9,1,-9,-3.5,10,7
CCc1cccc(NC(=O)Cn2c(=O)n(CCC(=O)NCC3CCCO3)c(=O)c3cc(OC)c(OC)cc32)c1 (stereo unspecified),-3.1,1,4,-4,-1,3,-5,0.1,-6,-5
CCc1ccc(OCC(=O)Nc2ncn[nH]2)cc1,0.3,-4,-5,6,24,10,1,0.0,79,-3
CC1CCN(C(=O)c2ccc(NC(=O)c3ccccc3)cc2)CC1,-2.8,-2,-11,1,1,-6,-14,2.5,37,-1
Nc1ccc(C(=O)OCC(=O)NC(=O)c2ccccc2)cc1[N+](=O)[O-],-2.0,1,-8,0,3,-21,2,0.9,4,-1
OCCCNc1ncnc2c1cnn2-c1ccc(Cl)cc1,/,2,1,-2,25,8,-19,1.8,35,5
Cc1ccc(C(=O)/C=C/N(C)C)cn1,-1.2,3,-7,-4,1,-7,-4,-4.2,/,/
CCOc1ccc(CNc2ccc(N3CCOCC3)c(C(=O)O)c2)cc1,-0.6,5,0,-3,/,3,-8,0.7,2,-3
Cc1cc2c(=O)n(C)c(SCC(=O)Nc3ccccc3C)nc2s1,0.2,-10,-3,19,-3,1,-8,0.0,-2,/
Cc1nc(S(=O)(=O)Cc2ccc(Cl)cc2)nc2c1CCC2,-2.2,-2,6,-1,-1,-3,0,-1.7,-6,-3
COc1ccc(Nc2nc(N3CCCC3)c3ccccc3n2)cc1,5.1,0,?,-2,/,21,59*,-3.3,-12,-5
CCn1cc(/C=C(\NC(=O)c2ccc(OC)cc2)C(=O)N2CCN(C)CC2)c2ccccc21,-0.4,-4,-16,-2,0,3,-3,-1.2,10,-2
CCN(CC(=O)Nc1ccc(NC(C)=O)cc1)C(=O)C1CC(=O)N(Cc2ccc(C)cc2)C1 (stereo unspecified),-3.1,-9,1,1,0,5,-6,6.1,-8,-3
CCOC(=O)CC(NC(=O)c1cccs1)c1ccc(C)cc1 (stereo unspecified),-0.1,-1,29,1,-2,2,2,-2.3,6,-1

# 6 of these compounds in a different format:
SMILES | CAL PDZ FP-1 | RTF Ca sens act | Rtt109 Vps75 | V-ATPase pHluor | Wnt bcat act | Tat transport | dFosB activator | CDK5 inh | MITF TRPM1 HTS | CAL PDZ FP-2
COCC(C)NC(=O)c1ccc2c(c1)S(=O)(=O)c1ccccc1C2=O (stereo unspecified) | -2.2 | 1 | -13 | 0 | -1 | -5 | 3 | 2.2 | -4 | -2
CCN(CC(=O)Nc1ccc(NC(C)=O)cc1)C(=O)C1CC(=O)N(Cc2ccc(C)cc2)C1 (stereo unspecified) | -3.1 | -9 | 1 | 1 | 0 | 5 | -6 | 6.1 | -8 | -3
Cc1ccc(C(=O)/C=C/N(C)C)cn1 | -1.2 | 3 | -7 | -4 | 1 | -7 | -4 | -4.2 | / | /
COc1ccc(CNc2nc3ccccc3n2Cc2ccc(Cl)cc2)cc1OC | 0.4 | 0 | 9 | 0 | -1 | 10 | -15 | -0.7 | 3 | 0
COc1ccc(C(=O)C2CCCN(C(=O)CCNC(C)=O)C2)cc1OC (stereo unspecified) | 0.0 | -1 | 6 | -3 | 1 | 1 | 3 | 2.1 | / | 0
CC(=O)Nc1ccc(SC[C@H](CC(C)C)N2CCN(CC(C)C)CCC2=O)cc1 | 0.3 | -6 | 9 | 4 | -2 | -1 | -3 | 0.0 | 8 | 6

# Carrying on:
SMILES,CAL PDZ FP-1,RTF Ca sens act,Rtt109 Vps75,V-ATPase pHluor,Wnt bcat act,Tat transport,dFosB activator,CDK5 inh,MITF TRPM1 HTS,CAL PDZ FP-2
Cc1ccc(-c2nnc(SCC(=O)NCC3CCCO3)nc2-c2ccc(C)cc2)cc1 (stereo unspecified),-3.7,-2,7,1,-3,-2,-5,0.4,-1,-4
O=C(CCc1ccc(S(=O)(=O)N2CCOCC2)cc1)NN=C1CCCCCCC1,0.0,-1,2,-3,/,-1,4,-2.0,-6,-3
CN(C)c1ccc(/C=N/NC(=O)c2nnn(-c3nonc3N)c2COc2ccc(F)cc2)cc1,-1.1,5,-6,0,-3,4,-10,-1.6,/,/
N/C(=N\OC(=O)CCC1CCCC1)c1ccccc1,0.0,-3,-2,-3,4,-4,0,1.1,80,3
O=C(NC1CCCCC1)C1CCCN(S(=O)(=O)c2cccs2)C1 (stereo unspecified),0.1,-1,-11,-1,/,-12,3,1.4,5,3
CCN(Cc1cc(=O)oc2cc(C)ccc12)c1ccccc1,-0.4,-5,2,1,-2,5,-6,2.6,/,-3
O=S1(=O)C=C(N2CCCCC2)c2ccccc21,-1.8,3,4,0,/,4,-5,0.8,-8,-2
O=C(CSc1n[nH]c(=O)[nH]c1=O)N/N=C/c1ccccc1,-1.1,5,0,-1,-1,-10,-6,-3.1,-5,-2
CC(C)(C)NC(=O)NC(=O)CN1CCN(S(=O)(=O)/C=C/c2ccccc2)CC1,-2.0,-3,10,-1,0,-5,-6,-0.5,/,-5
O=C(Cc1ccccc1[N+](=O)[O-])NCc1ccc(Cl)cc1Cl,-0.4,-2,0,5,17,4,-5,-0.2,94*,-1
CN1CC(c2ccc(C#N)cc2)C2(COc3ccccc3C2=O)C12C(=O)Nc1ccccc12 (stereo unspecified),-1.3,-4,-4,1,/,7,1,-0.8,-18,3
CCOc1ccc2[nH]c(C(=O)N/N=C/c3cc(OC)c(OC)c(OC)c3)cc2c1,-0.4,-2,2,3,12,0,-2,0.5,-9,-4
Cc1n[nH]c(C)c1NC(=O)c1cc([N+](=O)[O-])ccc1Cl,-3.1,7,-8,0,-8,-1,-2,1.1,-6,-5
COc1ccccc1NC(=O)NN1CCCCC1,-2.6,3,-2,3,1,-9,5,-0.5,-4,-3
O=C1CC2(CCCC2)C(=O)N1CN1CCN(S(=O)(=O)c2ccc(Cl)c(Cl)c2)CC1,0.3,-4,0,-1,-1,9,-4,-0.2,7,-2
Nc1nc(N)c(Br)c(Nc2ccc(Cl)c(Cl)c2)n1,-0.4,-8,2,0,0,16,0,-7.1,8,/
CCN(CC)Cc1c(O)ccc2c(-c3ccccc3)cc(=O)oc12,-1.3,1,4,0,/,-5,-11,-1.7,-5,-1
Cc1c(C(=O)c2ccccc2)oc2ccc3ccccc3c12,0.7,-3,-6,0,50*,5,-5,0.2,/,2
Nc1c(-c2ccccc2)c(CSc2nc3ccccc3[nH]2)nn1-c1cccc(C(=O)O)c1,-0.4,10,-26,-2,-2,-4,0,0.8,-10,-3
CC1(C)Cc2ccccc2C(N)=C1C#N,-0.2,3,0,2,/,4,9,-4.1,-1,-21
C=CCn1c(NCc2cc(C)ccc2O)nc2ccccc21,0.5,0,7,-3,-3,-6,5,-0.3,13,5
O=C(Nc1ccc(C2=CN(Cc3ccccc3)CCC2=O)cc1)OCc1ccccc1,-1.1,1,-4,-4,0,7,-11,0.8,0,-8

# Source: PubChem (several laboratories)
